Screens deposited in PubChem BioAssay by several laboratories.
FXN GAA850 act = activators of GAA850 frataxin (FXN) promoter | HEK293 lucGAA850 FXN promoter luciferase reporter, 24 h; percent of 10 µM SAHA response | activation, % at 6 µM | 0.56% of 360,000 active | AID 540364;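 active = activation above the average of all compounds screened plus 3 SD, cutoff fixed separately per campaign, cut at about 7.5% in these data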;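 note: 0% = DMSO wells and 100% = 10 µM SAHA wells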
hgDAF12 agonist = agonists of H. glycines DAF-12 nuclear receptor; activation, % at 6.8 µM; 1.8% of 370,000 active; AID 687014; HEK293 GAL4-hgDAF12 UAS-luciferase reporter, agonist luminescence; normalized to butyrate control;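 active = activation above a cutoff set at the mean of all screened compounds plus 3 SD, cut at about 10% in these data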;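 note: 0% = DMSO wells and 100% = sodium butyrate wells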
sPLA2-III inh = Blocks human group III sPLA2 activity; QFRET BODIPY PC-A2 liposome hydrolysis, fluorescence; inhibition, % at 12.2 µM; 0.56% of 370,000 active; Q9NZ20;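 active = inhibition above mean plus 3 SD of compounds lying within the high and low control bounds, cut at about 19% in these data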;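 note: 0% = median of test compound wells and 100% = no enzyme DMSO wells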
Target sequence (Q9NZ20 whole entry, looked up): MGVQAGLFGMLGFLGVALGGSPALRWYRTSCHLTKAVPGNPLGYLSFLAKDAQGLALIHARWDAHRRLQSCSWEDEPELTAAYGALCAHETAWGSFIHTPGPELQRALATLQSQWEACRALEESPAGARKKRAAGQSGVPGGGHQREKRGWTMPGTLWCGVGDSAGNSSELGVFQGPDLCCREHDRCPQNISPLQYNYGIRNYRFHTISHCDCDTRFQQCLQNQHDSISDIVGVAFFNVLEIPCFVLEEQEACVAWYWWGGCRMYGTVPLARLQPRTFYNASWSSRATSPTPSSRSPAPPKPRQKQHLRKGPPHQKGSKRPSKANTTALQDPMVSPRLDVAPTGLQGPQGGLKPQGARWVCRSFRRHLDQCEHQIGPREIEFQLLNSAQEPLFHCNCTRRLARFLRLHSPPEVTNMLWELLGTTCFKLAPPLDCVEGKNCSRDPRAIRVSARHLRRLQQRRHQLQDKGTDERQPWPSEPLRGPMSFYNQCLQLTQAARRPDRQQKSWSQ
DAX1 inh-1 = inhibitors of human orphan nuclear receptor DAX1 (NR0B1) | P51843 | HEK293 Gal4-DAX1 luciferase reporter, luminescence | inhibition, % at 6.75 µM | 0.99% of 340,000 active | AID 504766;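 active = inhibition above the mean over all tested compounds plus 3 SD, cut at about 4.2% in these data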;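 note: 0% = DAX1-transfected cells with DMSO and 100% = empty-vector control cells with DMSO; inhibition shows as a rise in luminescence from relieved DAX1 repression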
ssDAF-12 act = S. stercoralis DAF-12 activation, primary screen. 1% of 370,000 active. HEK293 ssDAF-12/GRIP1 lit1-tk-luc reporter, luminescence; % of 3 µM dafachronic acid response. activation, % at 6.8 µM. AID 652126;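 active = activation above the mean over all tested compounds plus 3 SD, cut at about 0.9% in these data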;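 note: 0% = DMSO-only wells and 100% = 3 µM delta7-dafachronic acid wells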
DAX1 inh-2 = DAX1 (NR0B1) inhibition, primary screen; inhibition, % at 6.8 µM; 1.1% of 370,000 active; HEK293T StAR-luciferase reporter, SF-1/DAX-1 repression relief; AID 652010;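 active = inhibition above the mean over all tested compounds plus 3 SD, cut at about 3.6% in these data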;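 note: 0% = DAX-1 cells with DMSO and 100% = cells lacking DAX-1 with DMSO; higher inhibition means more luminescence from relief of DAX-1 repression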
GC-B act = GC-B (human) receptor activation. activation, % at 10 µM. P20594. HEK293-GC-B cells, CNP EC30, cGMP TR-FRET; 0% at EC30 CNP, 100% saturating CNP. 0.11% of 370,000 active;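 active = activation at 10 µM reaching about 35% in either raw or pattern-adjusted values, limit read from the data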
GC-A act = GC-A (human) enzyme activation | 0.14% of 370,000 active | HEK293 GC-A cells, cGMP TR-FRET, EC30 ANP; 0% at EC30 ANP, 100% saturating ANP | activation, % at 10 µM | P16066; in the data active = activation above about 40%
hcDAF-12 act = activators of H. contortus DAF-12 nuclear receptor; HEK293 hcDAF-12 lit1-tk-luc reporter, luminescence; 0% DMSO, 100% Δ7-dafachronic acid; activation, % at 6.8 µM; 1.4% of 370,000 active;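 active = activation above the mean of all tested compounds plus 3 SD, cut at about 5.5% in these data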;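 note: 100% = response to 3 µM Δ7-dafachronic acid high control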
ADAM10 inh = inhibitors of human ADAM10; recombinant ADAM10, EDANS/DABCYL FRET peptide cleavage, 3 h; inhibition, % at 7 µM; 0.62% of 370,000 active; AID 720582;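 active = inhibition above a per-campaign cutoff equal to the mean of compounds falling between control-based bounds plus 3 SD, cut at about 20% in these data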;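 note: 0% = DMSO wells while the 100% control is not disclosed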
Target sequence (O14672 214-748 limits assumed): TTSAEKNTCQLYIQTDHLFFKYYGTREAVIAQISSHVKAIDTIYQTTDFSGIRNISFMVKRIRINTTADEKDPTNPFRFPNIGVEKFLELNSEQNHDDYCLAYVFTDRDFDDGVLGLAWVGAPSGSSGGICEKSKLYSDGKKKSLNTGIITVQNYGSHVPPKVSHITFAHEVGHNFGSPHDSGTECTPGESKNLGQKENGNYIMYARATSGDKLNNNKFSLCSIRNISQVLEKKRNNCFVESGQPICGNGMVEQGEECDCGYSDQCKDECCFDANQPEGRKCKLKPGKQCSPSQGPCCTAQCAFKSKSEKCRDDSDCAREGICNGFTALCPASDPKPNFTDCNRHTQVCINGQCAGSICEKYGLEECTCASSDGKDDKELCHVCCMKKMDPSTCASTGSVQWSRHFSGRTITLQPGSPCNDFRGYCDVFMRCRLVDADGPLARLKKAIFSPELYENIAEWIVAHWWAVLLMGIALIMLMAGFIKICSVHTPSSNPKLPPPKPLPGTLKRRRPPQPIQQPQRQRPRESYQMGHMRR
SMARCA2 act = activators of SMARCA2 function; MG213 cells, MMTV-luciferase reporter, dexamethasone, overnight; activation, % at 9.1 µM; 1% of 370,000 active; AID 652017; in the data active = activation above about 7.8%;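 note: 0% = vehicle wells and 100% = reference activator wells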
Starred values were filed as active, the others as inactive. This is a random part of the collection; about 6.6% have a hit in one of these screens.

Screening O=C(OCc1nnc(-c2ccccc2)o1)c1ccc([N+](=O)[O-])o1 returned FXN GAA850 act -0.7, hgDAF12 agonist 0.4, sPLA2-III inh 10, DAX1 inh-1 -0.6, ssDAF-12 act -0.8, DAX1 inh-2 -1.0, GC-B act -3, GC-A act 2, hcDAF-12 act 0.2, ADAM10 inh -7 and SMARCA2 act -2.
Screening CCc1ccc(NC(=O)C2CCN(c3c(N4CCCC4)c(=O)c3=O)CC2)cc1 returned FXN GAA850 act 0.1, hgDAF12 agonist 1.8, sPLA2-III inh 3, DAX1 inh-1 0.9, ssDAF-12 act -0.4, DAX1 inh-2 -0.2, GC-B act 0, GC-A act -4, hcDAF-12 act 3.2, ADAM10 inh 1 and SMARCA2 act -3.
Screening O=C(COC(=O)C1CC(=O)N(c2ccc3c(c2)OCCO3)C1)NC1CCCc2ccccc21 (stereo unspecified) returned FXN GAA850 act -7.3, hgDAF12 agonist -6.7, sPLA2-III inh 3, DAX1 inh-1 -1.1, ssDAF-12 act -1.8, DAX1 inh-2 -1.2, GC-B act 1, GC-A act -2, hcDAF-12 act -2.9, ADAM10 inh 5 and SMARCA2 act -4.
`O=C(O)CN1CCN(Cc2ccc(F)cc2Cl)C1=O` gave FXN GAA850 act -0.2, hgDAF12 agonist -1.5, sPLA2-III inh 4, DAX1 inh-1 2.0, ssDAF-12 act -1.3, DAX1 inh-2 1.2, GC-B act 2, GC-A act 0, hcDAF-12 act -0.7, ADAM10 inh 0 and SMARCA2 act 0.
`CC(=O)C(Sc1nn(C)c(=S)s1)C(=O)Nc1ccccc1` (stereo unspecified) gave FXN GAA850 act 5.1, hgDAF12 agonist 6.5, sPLA2-III inh 7, DAX1 inh-1 1.1, ssDAF-12 act 1.0*, DAX1 inh-2 2.0, GC-B act 1, GC-A act -1, hcDAF-12 act 1.9, ADAM10 inh 1 and SMARCA2 act 1.
CN1CCN(c2ccc(Cl)cc2NC(=O)/C=C/c2ccc(F)cc2)CC1 was read as FXN GAA850 act -0.2, hgDAF12 agonist -1.5, sPLA2-III inh -21, DAX1 inh-1 5.7*, ssDAF-12 act -1.6, DAX1 inh-2 -0.1, GC-B act -8, GC-A act -12, hcDAF-12 act 0.0, ADAM10 inh 4 and SMARCA2 act 5.
COc1ccc(OC)c(-c2csc(NC(=O)c3ccccc3F)n2)c1 was read as FXN GAA850 act -0.4, hgDAF12 agonist 1.4, sPLA2-III inh 1, DAX1 inh-1 -1.9, ssDAF-12 act -2.3, DAX1 inh-2 0.0, GC-B act -1, GC-A act -7, hcDAF-12 act -0.6, ADAM10 inh 12 and SMARCA2 act -3.
CC1=C(C(=O)N(C)C)CC(CC(=O)NC2CC2)C(=O)N1Cc1ccc(C(C)(C)C)cc1 (stereo unspecified) was read as FXN GAA850 act 0.7, hgDAF12 agonist -0.2, sPLA2-III inh 9, DAX1 inh-1 1.3, ssDAF-12 act -0.9, DAX1 inh-2 -0.3, GC-B act 0, GC-A act 1, hcDAF-12 act -2.3, ADAM10 inh -12 and SMARCA2 act -5.
Screening CCOc1ccc(C(=O)Nc2ccc(N3CCN(C(=O)c4ccco4)CC3)cc2)cc1Br returned FXN GAA850 act 1.8, hgDAF12 agonist 0.5, sPLA2-III inh 3, DAX1 inh-1 0.1, ssDAF-12 act -1.5, DAX1 inh-2 0.6, GC-B act 6, GC-A act 2, hcDAF-12 act -2.4, ADAM10 inh -8 and SMARCA2 act 0.
For CC(=O)c1ccc(NC(=O)C(C)OC(=O)COc2ccc(C#N)cc2)cc1 (stereo unspecified) the results were FXN GAA850 act 2.0, hgDAF12 agonist -0.7, sPLA2-III inh -4, DAX1 inh-1 -0.7, ssDAF-12 act -1.3, DAX1 inh-2 -0.5, GC-B act -7, GC-A act -1, hcDAF-12 act 0.3, ADAM10 inh 8 and SMARCA2 act -1.
`OC1CCCN(Cc2nc(Cc3ccccc3Cl)no2)C1` (stereo unspecified) gave FXN GAA850 act 1.2, hgDAF12 agonist -1.9, sPLA2-III inh 0, DAX1 inh-1 0.0, ssDAF-12 act -0.7, DAX1 inh-2 0.0, GC-B act 2, GC-A act -2, hcDAF-12 act -0.2, ADAM10 inh 4 and SMARCA2 act 1.
For CN(C)c1nc(Nc2ccccc2)nc(N(C)C)n1 the results were FXN GAA850 act 2.1, hgDAF12 agonist 2.5, sPLA2-III inh 1, DAX1 inh-1 0.2, ssDAF-12 act 0.3, DAX1 inh-2 -0.2, GC-B act -2, GC-A act -2, hcDAF-12 act 3.4, ADAM10 inh 0 and SMARCA2 act -2.

The last two entries of the section above open the next one.
`OC1CCCN(Cc2nc(Cc3ccccc3Cl)no2)C1` (stereo unspecified) gave FXN GAA850 act 1.2, hgDAF12 agonist -1.9, sPLA2-III inh 0, DAX1 inh-1 0.0, ssDAF-12 act -0.7, DAX1 inh-2 0.0, GC-B act 2, GC-A act -2, hcDAF-12 act -0.2, ADAM10 inh 4 and SMARCA2 act 1.
For CN(C)c1nc(Nc2ccccc2)nc(N(C)C)n1 the results were FXN GAA850 act 2.1, hgDAF12 agonist 2.5, sPLA2-III inh 1, DAX1 inh-1 0.2, ssDAF-12 act 0.3, DAX1 inh-2 -0.2, GC-B act -2, GC-A act -2, hcDAF-12 act 3.4, ADAM10 inh 0 and SMARCA2 act -2.
Screening CCOC(=O)C1(Cc2cccc(OC)c2)CCN(Cc2cccn2-c2nccs2)CC1 returned FXN GAA850 act -4.1, hgDAF12 agonist 0.7, sPLA2-III inh -12, DAX1 inh-1 -0.6, ssDAF-12 act -1.1, DAX1 inh-2 -0.9, GC-B act -10, GC-A act -20, hcDAF-12 act -1.1, ADAM10 inh 2 and SMARCA2 act 1.
Cc1ccc(N2C(=O)c3ccccc3NC2C(C)Cc2ccc3c(c2)OCO3)cc1 (stereo unspecified) was read as FXN GAA850 act -2.6, hgDAF12 agonist 3.0, sPLA2-III inh -6, DAX1 inh-1 -0.1, ssDAF-12 act -1.0, DAX1 inh-2 -0.8, GC-B act -3, GC-A act -3, hcDAF-12 act 0.2, ADAM10 inh -368 and SMARCA2 act 0.
CCOc1ccccc1N1CCN(C(=O)/C=C/c2cccc([N+](=O)[O-])c2)CC1 was read as FXN GAA850 act 3.2, hgDAF12 agonist -1.7, sPLA2-III inh 9, DAX1 inh-1 0.7, ssDAF-12 act -1.3, DAX1 inh-2 0.1, GC-B act -1, GC-A act -1, hcDAF-12 act -1.8, ADAM10 inh 7 and SMARCA2 act -5.
Screening CN1CCN(c2ccc(Cl)cc2NC(=O)CCN2C(=O)c3ccccc3C2=O)CC1 returned FXN GAA850 act 1.0, hgDAF12 agonist 0.3, sPLA2-III inh 3, DAX1 inh-1 0.4, ssDAF-12 act -0.3, DAX1 inh-2 0.6, GC-B act 1, GC-A act -10, hcDAF-12 act 1.6, ADAM10 inh -2 and SMARCA2 act 2.
Screening COc1cccc(C2NC(=S)NC3=C2CCc2ccccc23)c1 (stereo unspecified) returned FXN GAA850 act 4.2, hgDAF12 agonist -2.1, sPLA2-III inh 16, DAX1 inh-1 -1.1, ssDAF-12 act -0.8, DAX1 inh-2 -0.4, GC-B act -3, GC-A act 1, hcDAF-12 act 1.2, ADAM10 inh -8 and SMARCA2 act -2.
For CCCC(=O)Nc1c(C(=O)OCC)[nH]c2ccccc12 the results were FXN GAA850 act -1.4, hgDAF12 agonist 4.2, sPLA2-III inh 2, DAX1 inh-1 1.7, ssDAF-12 act 0.1, DAX1 inh-2 1.3, GC-B act 2, GC-A act 0, hcDAF-12 act 3.9, ADAM10 inh -33 and SMARCA2 act -2.
O=C(NC(=S)NCC1CCCO1)c1ccc(Cl)cc1Cl (stereo unspecified) was read as FXN GAA850 act 1.5, hgDAF12 agonist 6.6, sPLA2-III inh 5, DAX1 inh-1 1.1, ssDAF-12 act -0.9, DAX1 inh-2 1.4, GC-B act -3, GC-A act 2, hcDAF-12 act 0.7, ADAM10 inh -3 and SMARCA2 act 2.
`CCCCC(=O)NC(=S)Nc1cccc(NC(=O)c2ccco2)c1` gave FXN GAA850 act 0.1, hgDAF12 agonist 2.5, sPLA2-III inh 10, DAX1 inh-1 0.6, ssDAF-12 act -1.9, DAX1 inh-2 -0.9, GC-B act 2, GC-A act -1, hcDAF-12 act -1.5, ADAM10 inh -3 and SMARCA2 act -2.
For COc1cccc(CN(C)C(=O)CNC(=O)c2ccc3c(c2)OCO3)c1OC the results were FXN GAA850 act 0.3, hgDAF12 agonist -0.4, sPLA2-III inh 6, DAX1 inh-1 1.2, ssDAF-12 act -1.4, DAX1 inh-2 -1.4, GC-B act 2, GC-A act 1, hcDAF-12 act -0.7, ADAM10 inh -11 and SMARCA2 act -2.
CCN(CC)C(=S)SCC(=O)c1ccccc1 was read as FXN GAA850 act 5.6, hgDAF12 agonist 11*, sPLA2-III inh -16, DAX1 inh-1 3.7, ssDAF-12 act -0.2, DAX1 inh-2 2.0, GC-B act 4, GC-A act 0, hcDAF-12 act 1.6, ADAM10 inh 0 and SMARCA2 act 5.
CCOc1ccccc1NC(=O)NC(C)c1ccncc1 (stereo unspecified) was read as FXN GAA850 act 1.4, hgDAF12 agonist 2.6, sPLA2-III inh -1, DAX1 inh-1 1.0, ssDAF-12 act -0.7, DAX1 inh-2 0.8, GC-B act -1, GC-A act -1, hcDAF-12 act -2.4, ADAM10 inh 9 and SMARCA2 act 0.
Screening CCC1(c2ccc(F)cc2)NC(=O)N(CC(=O)N2CCN(S(=O)(=O)c3ccc(C)cc3C)CC2)C1=O (stereo unspecified) returned FXN GAA850 act 0.8, hgDAF12 agonist -4.3, sPLA2-III inh -15, DAX1 inh-1 -1.5, ssDAF-12 act -1.9, DAX1 inh-2 -3.7, GC-B act 8, GC-A act 3, hcDAF-12 act -2.8, ADAM10 inh 2 and SMARCA2 act -7.
Screening O=C(NC1CCN(Cc2ccccc2)CC1)C1CCCN(S(=O)(=O)c2cccc3nonc23)C1 (stereo unspecified) returned FXN GAA850 act -2.1, hgDAF12 agonist -1.2, sPLA2-III inh -10, DAX1 inh-1 0.5, ssDAF-12 act -0.6, DAX1 inh-2 -1.2, GC-B act 5, GC-A act 4, hcDAF-12 act -1.6, ADAM10 inh 2 and SMARCA2 act 0.
For CC1CCN(C(=O)CC(NC(N)=O)c2ccccc2Cl)CC1 (stereo unspecified) the results were FXN GAA850 act 2.2, hgDAF12 agonist 0.3, sPLA2-III inh -3, DAX1 inh-1 -0.8, ssDAF-12 act -1.1, DAX1 inh-2 0.2, GC-B act 0, GC-A act 1, hcDAF-12 act -0.9, ADAM10 inh 1 and SMARCA2 act -2.
`CCOC(=O)c1cccc(NC(=O)CN(c2ccc(C)cc2)S(=O)(=O)c2c(C)n[nH]c2C)c1` gave FXN GAA850 act -1.6, hgDAF12 agonist -2.0, sPLA2-III inh -24, DAX1 inh-1 -0.1, ssDAF-12 act -0.7, DAX1 inh-2 -0.2, GC-B act -1, GC-A act -2, hcDAF-12 act -1.9, ADAM10 inh 14 and SMARCA2 act -1.
